Screening data: PubChem, several laboratories
GLD-1 RNA inh: GLD-1-TGE RNA interaction inhibition (C. elegans). purified GLD-1 + fluorescein TGE RNA, fluorescence polarization. AID 2280. inhibition, % at 5.96 µM. 0.44% of 320,000 active;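 active = percent inhibition above a per-plate cutoff, the plate mean of test compounds plus 3 SD, cut at about 30% in these data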;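 also: 0% = DMSO wells with GLD-1 and probe and 100% = wells lacking GLD-1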
Target sequence (Q17339 whole entry, looked up): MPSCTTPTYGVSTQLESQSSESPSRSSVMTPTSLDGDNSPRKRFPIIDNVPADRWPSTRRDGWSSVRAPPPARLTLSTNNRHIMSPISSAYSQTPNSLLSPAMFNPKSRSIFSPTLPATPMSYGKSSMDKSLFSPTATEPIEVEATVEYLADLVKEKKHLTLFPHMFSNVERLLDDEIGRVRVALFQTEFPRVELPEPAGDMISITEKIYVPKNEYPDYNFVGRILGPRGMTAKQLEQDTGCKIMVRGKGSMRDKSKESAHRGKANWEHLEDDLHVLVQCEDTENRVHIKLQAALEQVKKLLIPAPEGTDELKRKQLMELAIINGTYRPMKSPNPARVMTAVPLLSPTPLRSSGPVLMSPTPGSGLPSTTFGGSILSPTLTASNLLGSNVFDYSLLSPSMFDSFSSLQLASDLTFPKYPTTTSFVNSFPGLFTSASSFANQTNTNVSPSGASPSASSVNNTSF
BCLXL inh: Bcl-xL (human) inhibition | inhibition, % at 10.9 µM | GST-Bcl-xL / FITC-Bim BH3 peptide fluorescence polarization | AID 2129 | 0.7% of 320,000 active;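 active = inhibition above the mean of all tested compounds plus 3 SD, cutoff set per campaign, cut at about 30% in these data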;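 also: 0% = DMSO wells and 100% = unlabeled Bim-BH3 peptide competitor; inhibitors lower millipolarization by displacing the labeled peptide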
Target sequence (Q07817 whole entry, looked up): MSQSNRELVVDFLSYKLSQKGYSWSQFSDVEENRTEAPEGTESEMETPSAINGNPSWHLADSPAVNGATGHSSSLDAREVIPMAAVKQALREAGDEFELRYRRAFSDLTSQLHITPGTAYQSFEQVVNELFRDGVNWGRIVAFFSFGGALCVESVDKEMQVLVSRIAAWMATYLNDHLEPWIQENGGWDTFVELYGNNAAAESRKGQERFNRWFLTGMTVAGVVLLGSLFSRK
Fam108B counter: Fam108B inhibition, counter-screen for RBBP9 inhibitors; recombinant Fam108B, FP-Rh probe fluorescence polarization; inhibition, % at 9.51 µM; 0.33% of 300,000 active;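 active = inhibition above the screen mean inhibition plus 3 SD, computed separately per campaign, cut at about 18% in these data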;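 also: inhibitors lower polarization as less probe binds the enzyme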
GRK2 aptamer HTS: human GRK2 inhibition via aptamer displacement. P25098. bead flow cytometry, FAM-aptamer displacement from GRK2. inhibition of aptamer binding, % at 10 µM. 0.59% of 330,000 active;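 active = inhibition of aptamer binding above 40%, roughly 3 SD of noise, on plates passing a quality check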;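 also: median bead fluorescence of bound FAM aptamer so fluorescent compounds give negative values; no value below 0 was filed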
Efflux pump mplx: antifungal efflux pump inhibition, Nile Red retention; S. cerevisiae Candida pump triplex; inhibition, % at 10 µM; 0.44% of 330,000 active; AID 485275;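 active = plate passing quality check with inhibition over a set limit, or well fluorescence over plate mean plus 4 SD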;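 also: Nile Red retained in pooled yeast measured as flow cytometry median fluorescence; 0% = buffer negative control and 100% = Enniatin B positive control; higher means more Nile Red kept so more efflux inhibition; some compounds called inactive have numbers as strong as hits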
MEX-5 binding: C. elegans MEX-5 TCR-2 RNA binding activity | Q9XUB2 | MEX-5/FITC-TCR2 RNA binding, fluorescence polarization; active compounds read low | activity score (negative = inhibition of binding), % at 10 µM | 0.38% of 300,000 active | AID 1832;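 active = inhibition past about -25% in most replicates, and total fluorescence under double the plate's negative control median, limit read from the data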;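 also: 0% = DMSO and -100% = 5 µM competing unlabeled TCR2 RNA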
PME-1 primary: blocks human protein phosphatase methylesterase 1; recombinant PME-1, FP-Rh probe fluorescence polarization; inhibition, % at 5.9 µM; 0.53% of 320,000 active; AID 2130;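 active = inhibition above the campaign mean of all compounds plus 3 SD, cut at about 26% in these data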;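 also: competitive labeling of PME-1 active site by serine hydrolase directed probe; 0% = PME-1 with DMSO and 100% = wells lacking PME-1 enzyme; inhibitors block probe labeling so polarization falls and inhibition rises; many of its hits are not listed in these tables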
MCL1 BIM primary: inhibitors of human MCL1 binding to BIM-BH3 peptide. inhibition, % at 10.9 µM. 0.68% of 320,000 active. GST-MCL1 / FITC-Bim-BH3 fluorescence polarization. Q07820;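 active = inhibition above the mean inhibition of all tested compounds plus 3 SD, set per campaign, cut at about 40% in these data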;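 also: 0% = DMSO wells and 100% = unlabeled Bim-BH3 peptide control; higher means more loss of mP so more displacement of Bim peptide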
Target sequence (Q07820 whole entry, looked up): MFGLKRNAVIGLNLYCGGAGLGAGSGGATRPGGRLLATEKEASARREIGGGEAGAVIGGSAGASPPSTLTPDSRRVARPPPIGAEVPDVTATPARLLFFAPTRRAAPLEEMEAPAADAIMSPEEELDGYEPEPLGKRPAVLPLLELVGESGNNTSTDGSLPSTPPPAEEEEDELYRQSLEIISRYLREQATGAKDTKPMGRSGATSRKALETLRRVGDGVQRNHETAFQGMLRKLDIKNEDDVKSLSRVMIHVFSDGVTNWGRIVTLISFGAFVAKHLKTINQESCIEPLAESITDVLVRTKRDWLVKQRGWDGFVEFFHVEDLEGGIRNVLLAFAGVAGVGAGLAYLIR
VLA-4 inh: inhibition in a human VLA-4 binding assay; VLA-4 expressing cells, ligand binding flow cytometry; inhibition, % (about 7 µM as worked out from the volumes in the protocol); 0.2% of 330,000 active; in the data active = inhibition above about 50%
The depositor's hits bear a star. An excerpt; rates above refer to the full screens.

Cc1c(OCC(=O)NCCN2CCOCC2)ccc2c3c(c(=O)oc12)CCC3 was read as GLD-1 RNA inh -8, BCLXL inh 8, Fam108B counter -1, GRK2 aptamer HTS 0, Efflux pump mplx 0.0, MEX-5 binding 0.0, PME-1 primary 10, MCL1 BIM primary 3 and VLA-4 inh 0.
Cc1cc(OCc2n[nH]c(=S)n2-c2ccccc2)ccc1Cl was read as GLD-1 RNA inh 8, BCLXL inh -14, Fam108B counter 4, GRK2 aptamer HTS 2, Efflux pump mplx 0.1, MEX-5 binding 0.3, PME-1 primary 3, MCL1 BIM primary 4 and VLA-4 inh -3.
Screening COC(=O)C1=C(C(=O)OC)C(c2cc(Br)ccc2O)c2sc(=O)[nH]c2S1 (stereo not given) returned GLD-1 RNA inh 4, BCLXL inh 15, Fam108B counter 1, GRK2 aptamer HTS 0, Efflux pump mplx 0.0, PME-1 primary -15, MCL1 BIM primary 23 and VLA-4 inh -38.
`CCOC(=O)c1sc(NC(=O)CCCn2nc([N+](=O)[O-])cc2C)c(C(=O)OCC)c1C` gave GLD-1 RNA inh 1, BCLXL inh 4, Fam108B counter 4, GRK2 aptamer HTS 0, Efflux pump mplx -5.0, MEX-5 binding -2.8, PME-1 primary 5, MCL1 BIM primary -2 and VLA-4 inh 7.
For Cc1ccc(S(=O)(=O)N(C)CC(=O)NNC(=O)CCNS(=O)(=O)c2cccc(C)c2)cc1 the results were GLD-1 RNA inh -5, GRK2 aptamer HTS 4, Efflux pump mplx -0.2 and VLA-4 inh -13.
Cc1cccc(C)c1NC(=O)C(=O)c1cn(C)c2ccccc12 was read as GLD-1 RNA inh 4, BCLXL inh 7, Fam108B counter 4, GRK2 aptamer HTS 0, Efflux pump mplx -0.2, MEX-5 binding 0.2, PME-1 primary -3, MCL1 BIM primary -4 and VLA-4 inh 1.
`COc1ccc(NC(=O)c2cc([N+](=O)[O-])ccc2N2CCCCC2)cc1` gave GLD-1 RNA inh -5, BCLXL inh 1, Fam108B counter 4, GRK2 aptamer HTS 2, Efflux pump mplx 0.1, MEX-5 binding -1.3, PME-1 primary 1, MCL1 BIM primary 1 and VLA-4 inh 20.
`COc1ccc(CNC(=O)c2c[nH]c3ccccc3c2=O)cc1` gave GLD-1 RNA inh -1, BCLXL inh -1, Fam108B counter -1, GRK2 aptamer HTS 3, Efflux pump mplx -0.1, MEX-5 binding 0.3, PME-1 primary -7, MCL1 BIM primary 9 and VLA-4 inh 6.
For O=c1cc(CN2CCc3ccccc32)c2ccc(O)cc2o1 the results were GLD-1 RNA inh 11, BCLXL inh 4, Fam108B counter -1, GRK2 aptamer HTS 0, Efflux pump mplx -0.1, MEX-5 binding 1.1, PME-1 primary 6, MCL1 BIM primary 10 and VLA-4 inh 2.
`CCCCCCn1cc(C(=O)O)c(=O)c2cc(F)c(N3CCN(C)CC3)cc21` gave GLD-1 RNA inh 3, BCLXL inh 0, Fam108B counter -7, GRK2 aptamer HTS 1, Efflux pump mplx 0.1, MEX-5 binding 2.4, PME-1 primary -3, MCL1 BIM primary -2 and VLA-4 inh 10.
`COc1ccc(-c2cc3c(=O)n(CC(=O)NC4CCN(Cc5ccccc5)CC4)ncn3n2)cc1` gave GLD-1 RNA inh -1, BCLXL inh 4, Fam108B counter -2, GRK2 aptamer HTS 5, Efflux pump mplx 0.0, MEX-5 binding 0.4, PME-1 primary -3, MCL1 BIM primary 0 and VLA-4 inh 19.
Screening Cc1cc(C(=O)OCC(=O)NC2CCCC(C)C2C)c(C)o1 (stereo not given) returned GLD-1 RNA inh 2, GRK2 aptamer HTS 3, Efflux pump mplx 0.1 and VLA-4 inh -7.
COC(=O)c1ccc(NC(=O)c2ccccc2-c2ccccc2C(=O)O)cc1 was read as GLD-1 RNA inh 0, BCLXL inh 6, Fam108B counter -1, GRK2 aptamer HTS 10, Efflux pump mplx -0.1, MEX-5 binding 0.4, PME-1 primary -2, MCL1 BIM primary 5 and VLA-4 inh 18.
Screening Cc1onc(-c2ccccc2Cl)c1C(=O)OCC(=O)Nc1cccc(S(=O)(=O)N(C)C)c1 returned GLD-1 RNA inh -6, BCLXL inh 2, Fam108B counter -3, GRK2 aptamer HTS 3, Efflux pump mplx -0.1, MEX-5 binding 0.1, PME-1 primary 12, MCL1 BIM primary 4 and VLA-4 inh 12.
CCCN(CCC)C(=O)CP(=O)(c1ccccc1)c1ccccc1 was read as GLD-1 RNA inh 3, BCLXL inh 9, Fam108B counter 0, GRK2 aptamer HTS 0, Efflux pump mplx 0.0, MEX-5 binding 2.1, PME-1 primary 1, MCL1 BIM primary 5 and VLA-4 inh 0.
Screening CCOc1ccc(CN(C(=O)c2cc3ccccc3oc2=O)C2CCS(=O)(=O)C2)cc1 (stereo not given) returned GLD-1 RNA inh 1, BCLXL inh 8, Fam108B counter 1, GRK2 aptamer HTS 1, Efflux pump mplx 0.0, MEX-5 binding 4.2, PME-1 primary 0, MCL1 BIM primary 1 and VLA-4 inh -1.
For CCOC(=O)C(Sc1ncn[nH]1)c1ccccc1 (stereo not given) the results were GLD-1 RNA inh 2, BCLXL inh 4, Fam108B counter 2, GRK2 aptamer HTS 5, Efflux pump mplx -0.1, MEX-5 binding -2.2, PME-1 primary 2, MCL1 BIM primary 6 and VLA-4 inh -5.
Screening CC(C)(C)c1cc(NC(=O)c2ccc(OC3CCCC3)cc2)no1 returned GLD-1 RNA inh 6, BCLXL inh 5, Fam108B counter -3, GRK2 aptamer HTS 2, Efflux pump mplx 3.4, MEX-5 binding -0.7, PME-1 primary -3, MCL1 BIM primary 0 and VLA-4 inh 7.
`CCC(C)/C(C)=N/NC(=O)CSc1nc2ccccc2[nH]1` (stereo not given) gave GLD-1 RNA inh 0, BCLXL inh 0, Fam108B counter 3, GRK2 aptamer HTS 1, Efflux pump mplx 0.2, MEX-5 binding 0.5, PME-1 primary 2, MCL1 BIM primary 2 and VLA-4 inh -17.
For O=C(CSc1nc(O)cc(=O)n1-c1ccc(Cl)c(Cl)c1)Nc1ccc(Cl)cc1Cl the results were GLD-1 RNA inh -16, BCLXL inh -9, Fam108B counter -7, GRK2 aptamer HTS 0, Efflux pump mplx -0.9, MEX-5 binding 0.7, PME-1 primary -10, MCL1 BIM primary -10 and VLA-4 inh 3.
Screening Cc1cc([N+](=O)[O-])nn1Cn1nc([N+](=O)[O-])cc1C returned GLD-1 RNA inh 6, BCLXL inh 1, Fam108B counter 2, GRK2 aptamer HTS 0, Efflux pump mplx 0.0, MEX-5 binding 0.8, PME-1 primary 0, MCL1 BIM primary -4 and VLA-4 inh 25.
CCc1c(C(=O)NCCc2ccc(OC)c(OC)c2)[nH]c(C)c1C(C)=O was read as GLD-1 RNA inh -8, BCLXL inh 3, Fam108B counter -2, GRK2 aptamer HTS 0, Efflux pump mplx -0.1, MEX-5 binding 1.4, PME-1 primary -4, MCL1 BIM primary 0 and VLA-4 inh -1.
Screening Cc1ccc(C(=O)NCCCNC(=O)c2ccco2)cc1C returned GLD-1 RNA inh 2, BCLXL inh 1, Fam108B counter -4, GRK2 aptamer HTS 0, Efflux pump mplx -0.1, MEX-5 binding -2.3, PME-1 primary -2, MCL1 BIM primary -3 and VLA-4 inh -6.
Screening CCN1C(=O)CC(N2CCN(c3ccc(C(=O)c4ccccc4)cc3)CC2)C1=O (stereo not given) returned GLD-1 RNA inh 8, BCLXL inh 5, Fam108B counter 0, GRK2 aptamer HTS 0, Efflux pump mplx 0.0, MEX-5 binding 2.9, PME-1 primary -3, MCL1 BIM primary -1 and VLA-4 inh -3.
Screening CC(C)Cc1nnc(NC(=O)c2ccc3c(=O)n4c(nc3c2)CCC4)s1 returned GLD-1 RNA inh 6, BCLXL inh 6, Fam108B counter -6, GRK2 aptamer HTS 0, Efflux pump mplx 0.1, MEX-5 binding 2.0, PME-1 primary -12, MCL1 BIM primary -5 and VLA-4 inh 9.
O=c1[nH]c(=O)n(Cc2ccccc2)c2c1CCC2 was read as GLD-1 RNA inh 1, BCLXL inh 1, Fam108B counter 1, GRK2 aptamer HTS 1, Efflux pump mplx -0.3, MEX-5 binding 3.1, PME-1 primary -1, MCL1 BIM primary 1 and VLA-4 inh 0.
CC1CCCN(C(=O)c2ccc(NS(=O)(=O)c3ccc4[nH]c(=O)[nH]c4c3)cc2)C1 (stereo not given) was read as GLD-1 RNA inh 8, BCLXL inh 6, Fam108B counter 0, GRK2 aptamer HTS 2, Efflux pump mplx 0.1, MEX-5 binding 0.1, PME-1 primary -1, MCL1 BIM primary -2 and VLA-4 inh 7.
Screening COc1ccc(-c2cc(C(=O)Nc3cc(C)on3)no2)cc1 returned GLD-1 RNA inh 7, BCLXL inh 9, Fam108B counter 8, GRK2 aptamer HTS 0, Efflux pump mplx 0.0, MEX-5 binding 0.2, PME-1 primary -3, MCL1 BIM primary 1 and VLA-4 inh -3.
`CCn1cc(C(=O)NCCC(=O)NCCCO)c(=O)c2cc3c(cc21)OCO3` gave GLD-1 RNA inh 2, BCLXL inh -1, Fam108B counter -2, GRK2 aptamer HTS 2, Efflux pump mplx 0.0, MEX-5 binding 0.7, PME-1 primary -4, MCL1 BIM primary -3 and VLA-4 inh 7.
Screening c1csc(C(c2nnnn2C2CCCC2)N2CCCC3(CCCCC3)C2)c1 (stereo not given) returned GLD-1 RNA inh 0, BCLXL inh -2, Fam108B counter -4, GRK2 aptamer HTS 2, Efflux pump mplx 0.0, MEX-5 binding 2.3, PME-1 primary -2, MCL1 BIM primary -4 and VLA-4 inh 1.
Screening C=CCNC(=O)/C(C#N)=C/c1c(C)nn(-c2ccccc2)c1Cl returned GLD-1 RNA inh 1, BCLXL inh 6, Fam108B counter -3, GRK2 aptamer HTS 0, Efflux pump mplx 0.0, MEX-5 binding 1.5, PME-1 primary -4, MCL1 BIM primary 1 and VLA-4 inh -6.
For CC(OC(=O)Cc1c[nH]c2ccccc12)C(=O)Nc1ccccc1F (stereo not given) the results were GLD-1 RNA inh 1, BCLXL inh 3, Fam108B counter -2, GRK2 aptamer HTS 0, Efflux pump mplx 0.0, MEX-5 binding -1.7, PME-1 primary -6, MCL1 BIM primary -1 and VLA-4 inh 11.
CCCNC(=O)C1CCN(c2cc(-c3ccccc3)nc3ncnn23)CC1 was read as GLD-1 RNA inh -4, BCLXL inh 2, Fam108B counter 4, GRK2 aptamer HTS 1, Efflux pump mplx 0.1, MEX-5 binding -0.2, PME-1 primary -3, MCL1 BIM primary 4 and VLA-4 inh 3.
For CC1(C)Oc2ccccc2OC1(O)c1ccc2ccccc2n1 (stereo not given) the results were GLD-1 RNA inh 0, BCLXL inh -5, Fam108B counter -2, GRK2 aptamer HTS 2, Efflux pump mplx 0.2, MEX-5 binding -1.4, PME-1 primary 0, MCL1 BIM primary -4 and VLA-4 inh -2.
For CCn1cc(/C=C/C(=O)NCc2c(C)nn(C)c2C)cn1 the results were GLD-1 RNA inh 1, BCLXL inh 0, Fam108B counter 0, GRK2 aptamer HTS 0, Efflux pump mplx -0.1, MEX-5 binding 0.7, PME-1 primary 0, MCL1 BIM primary 3 and VLA-4 inh 3.
`O=C(NC(=S)Nc1cccc2ncccc12)c1cccs1` gave GLD-1 RNA inh 1, BCLXL inh 7, Fam108B counter -3, GRK2 aptamer HTS 1, Efflux pump mplx 0.1, MEX-5 binding 1.4, PME-1 primary -4, MCL1 BIM primary 2 and VLA-4 inh 41.
`CNC(=S)N/N=C/c1ccc(C(C)C)cc1` gave GLD-1 RNA inh -1, BCLXL inh 4, Fam108B counter 4, GRK2 aptamer HTS 0, Efflux pump mplx -0.1, MEX-5 binding 2.1, PME-1 primary 0, MCL1 BIM primary 8 and VLA-4 inh -9.
